Screens as filed in PubChem BioAssay.
AHR activator = activators of human aryl hydrocarbon receptor | P35869 | AHR-responsive luciferase reporter cells, luminescence | 2.5% of 320,000 active | activation, % at 5 µM; in the data active = activation above about 47%;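 note: 0% = vehicle wells and 100% = reference agonist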
Target sequence (P35869 whole entry, looked up): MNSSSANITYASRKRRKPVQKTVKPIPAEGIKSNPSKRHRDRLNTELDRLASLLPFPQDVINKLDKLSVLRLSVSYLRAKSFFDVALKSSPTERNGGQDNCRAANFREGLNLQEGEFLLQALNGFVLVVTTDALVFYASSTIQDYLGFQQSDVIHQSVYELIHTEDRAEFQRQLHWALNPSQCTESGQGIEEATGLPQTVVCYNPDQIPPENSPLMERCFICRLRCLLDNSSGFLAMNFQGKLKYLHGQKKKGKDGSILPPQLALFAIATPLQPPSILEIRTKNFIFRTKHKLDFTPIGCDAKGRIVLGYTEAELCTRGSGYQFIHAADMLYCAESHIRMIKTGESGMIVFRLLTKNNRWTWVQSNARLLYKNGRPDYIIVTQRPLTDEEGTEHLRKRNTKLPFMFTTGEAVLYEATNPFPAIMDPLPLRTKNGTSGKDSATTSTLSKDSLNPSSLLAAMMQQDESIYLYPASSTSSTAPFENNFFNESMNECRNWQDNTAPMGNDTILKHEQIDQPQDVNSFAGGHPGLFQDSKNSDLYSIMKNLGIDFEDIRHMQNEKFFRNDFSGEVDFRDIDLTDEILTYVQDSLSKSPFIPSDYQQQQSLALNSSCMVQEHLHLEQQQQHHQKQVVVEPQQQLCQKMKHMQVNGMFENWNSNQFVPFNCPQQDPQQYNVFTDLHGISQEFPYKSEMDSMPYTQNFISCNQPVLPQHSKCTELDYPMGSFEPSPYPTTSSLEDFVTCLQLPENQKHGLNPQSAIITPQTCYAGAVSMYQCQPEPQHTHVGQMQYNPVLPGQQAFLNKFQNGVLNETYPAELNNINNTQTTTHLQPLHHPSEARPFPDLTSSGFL
proCasp3 act = activates human procaspase-3 | recombinant procaspase-3 D3A, Ac-DEVD-pNA absorbance 405 nm | activation, % at 8.5 µM | 0.11% of 330,000 active | AID 463141;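 active = activation above the mean of all tested compounds plus 3 SD, cut at about 21% in these data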;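 note: 0% = DMSO alone and 100% = DMSO wells spiked with extra 5 µM PC-3 D3A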
Target sequence (P42574 whole entry D9A/D28A/D175A): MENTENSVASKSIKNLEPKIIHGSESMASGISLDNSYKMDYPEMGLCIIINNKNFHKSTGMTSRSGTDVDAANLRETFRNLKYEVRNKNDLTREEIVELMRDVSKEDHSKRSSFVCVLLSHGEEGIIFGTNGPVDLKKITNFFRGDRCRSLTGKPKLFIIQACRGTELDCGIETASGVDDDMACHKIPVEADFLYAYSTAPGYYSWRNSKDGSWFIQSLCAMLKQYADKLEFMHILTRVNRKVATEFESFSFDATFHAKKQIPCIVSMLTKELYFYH
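assay system = Procaspase-3 D3A mutant | signal = absorbance at 405 nm, 0 and 120 min | times = 1 h preincubation plus 2 h reaction at 25 °C | repeats = single replicate | read-out = % activation between DMSO and enzyme-spiked controls | medium = Zinc-free HEPES saline buffer with Triton X-100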
GASC-1 inh = inhibitors of human GASC-1 (JMJD2C) demethylase | GST-JMJD2C(1-420) H3K9me3 demethylation, DELFIA europium | inhibition, % at 2.35 µM | 0.069% of 330,000 active;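 active = more than half of a compound's replicate wells show inhibition beyond 50%, single wells judged on their own value; inconclusive = some, but no more than half, of replicates pass 50% inhibition; inactive = no replicate passes 50% inhibition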;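 note: signal counts dimethyl H3K9 product captured on neutravidin plate; 0% = median of DMSO wells and 100% = 0.3 times that DMSO median; strong numbers were not always called active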
MEP2-GFP yeast = modulators of TOR pathway MEP2-GFP in S. cerevisiae. S. cerevisiae MEP2-GFP strain, flow cytometry GFP, 3 h; 100% = DMSO control level. GFP response vs DMSO, % at 10 µM. 0.51% of 330,000 active;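 active = GFP response versus DMSO above a set limit, roughly screen mean plus 3 SD, cut at about 180% in these data; inconclusive = fewer than 70 cells counted for a yeast strain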;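 note: median GFP fluorescence of the barcode-gated MEP2-GFP cells per well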
LAP4-GFP MLPCN = yeast TOR pathway LAP4-GFP modulation; GFP response vs DMSO, % at 10 µM; AID 2023; 0.34% of 320,000 active; S. cerevisiae LAP4-GFP multiplex, flow cytometry GFP, 3 h; median GFP as percent of DMSO wells;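 active = GFP response vs DMSO above a set limit, about the screen mean plus 3 SD, cut at about 150% in these data; inconclusive = under 70 cell events counted for the yeast strain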
proCasp7 act = activates human procaspase-7, counter-screen for procaspase-3 activators; P55210; recombinant procaspase-7, Ac-DEVD-pNA absorbance 405 nm; D23A/D198A/D206A triple mutant, cannot self-cleave; scale: DMSO 0, 5 µM enzyme 100; activation, % at 8.5 µM; 0.093% of 330,000 active;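 active = percent activation above the screen-wide mean plus 3 SD, cut at about 25% in these data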
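System: Uncleavable procaspase-7 mutant enzyme; Amount: 2 µM procaspase-7 mutant as dispensed; Schedule: 1 h compound preincubation, 2 h substrate cleavage, 25 °C; Measured by: 405 nm absorbance of p-nitroaniline; Evaluation: percent activation from buffer-corrected 0–120 min absorbance change; Control set: low DMSO alone, high DMSO plus 5 µM PC-7.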
RPL19A-GFP yeast = alters RPL19A-GFP fluorescence in TOR pathway yeast screen. S. cerevisiae RPL19A-GFP strain, flow cytometry, 3 h; active compounds read low. percent response vs DMSO, % at 10 µM. 0.3% of 330,000 active;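 active = percent response vs DMSO below 50%; inconclusive = fewer than 70 events counted for the yeast strain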;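 note: median channel GFP fluorescence of the barcoded RPL19A-GFP strain; ratio of sample median GFP to plate DMSO average so 100% = DMSO; lower means less RPL19A-GFP as with rapamycin TOR inhibition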
CR mimetic SO = yeast age-related superoxide inhibition as caloric restriction mimetic. S. cerevisiae aged cells, superoxide DHE fluorescence; active compounds read low. superoxide response (% of plate mean), % at 10 µM. 0.18% of 330,000 active. AID 2690;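 active = superoxide response under a set limit, about three screen SD below normal, cut at about 65% in these data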;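 note: yeast aged for seven days with compound at 30 °C before DHE staining; 100% = average MFI of all compound-treated wells on the plate with controls excluded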
Active calls of the source: *; i = inactive; ? = inconclusive; . = no result given; & = joins results of further samples.

SMILES	AHR activator	proCasp3 act	GASC-1 inh	MEP2-GFP yeast	LAP4-GFP MLPCN	proCasp7 act	RPL19A-GFP yeast	CR mimetic SO
COc1ccccc1/C=C1\SC(=O)N(CCC(=O)NNC(=O)c2ccccc2Cl)C1=O	23	-4	5	91	83	-2	97	97
O=C(/C(Cl)=C/Nc1ccc(Br)cn1)C(F)(F)F	-1	5	-6	108	106	1	114	104
COc1ccc(CNC(=O)CCN2C(=S)NC(C)(C)CC2C)cc1 (centres undefined)	1	-15	2	98	108	4	101	103
O=C(Nc1ccccc1[N+](=O)[O-])C1C(c2ccccc2)=C1c1ccccc1	2	7	5	101	102	6	101	98
CCOCCCn1cnc2c([nH]c3cc(OC)ccc32)c1=O	3	1	2	100	92	1	91	98
CCOC(=O)C1CCCN(C(=O)Cc2c(F)cccc2Cl)C1 (centres undefined)	1	1	5	105	105	-7	98	93
O=C(C[n+]1cccc(Br)c1)c1ccccc1	8	3	-12	106	100	-5	99	112
COc1ccc(OC)c(CCNC(=O)C(C)n2nc(C)c3c(C)n(-c4ccccc4)nc3c2=O)c1 (centres undefined)	4	7	8	103	116	7	105	94
Cc1ccc(OCCOc2cccc3ccc(C)nc23)c([N+](=O)[O-])c1	10	5	1	103	99	-6	95	117
O=C(c1ccccc1)N1CCC(c2nc3c(nnn3Cc3ccccc3Cl)c(=O)[nH]2)CC1	2	1	22	100	98	2	98	103
ONC(=Nc1ccc(Cl)cc1)c1ccccc1Cl	46	4	-1	101	87	0	100	96
Cc1cccc(NC(=O)NCC2CC2)c1	.	.	-3	102	89	.	104	98
C1CCc2nc3c(nc2C1)CCCC3	1	2	-4	103	102	-18	99	108
CCOC(=O)C(=O)Nc1ccccc1C(=O)NCc1ccccc1	7	-2	11	101	99	6	110	104
CC(CCc1ccccc1)NS(=O)(=O)c1ccccc1Cl (centres undefined)	0	-8	6	110	104	-8	90	96
CC(=O)Nc1ccc2sc(NC(=O)CN3CCOCC3)nc2c1	.	.	-27	111	95	.	97	98
Cc1ccc(NCCC(=O)c2cccc([N+](=O)[O-])c2)c(C)c1	20	-14	2	100	124	-48	.	99
Cc1cc(C)n2nc(C(=O)OCC(=O)N(C)C3CCS(=O)(=O)C3)nc2n1 (centres undefined)	-1	13	-1	108	104	-5	101	96
COc1ccc(N2CCN(C(=O)c3cc([N+](=O)[O-])ccc3N3CCN(CCO)CC3)CC2)cc1	1	0	-16	103	103	3	102	92
O=C(Nn1c(C2CC2)nc2ccccc2c1=O)c1ccco1	2	4	-4	104	107	2	98	89
Cc1ccccc1CN1CCC(n2nccc2NC(=O)c2ccc3c(c2)OCO3)CC1	0	6	-2	104	93	5	99	117
COc1ccc(C(=O)O/N=C(\N)Cc2cccs2)cc1OC	7	-3	1	100	103	9	106	109
CC1CCCC(C)N1C(=O)COc1ccc(C(=O)N/N=C/c2ccc(C(=O)O)cc2)cc1 (centres undefined)	-1	0	-1	99	102	1	97	101
COc1ccc(/C=C(\NC(=O)c2ccc(C)cc2)C(=O)N2CCCCC2)cc1	0	-2	18	98	119	7	103	99
CC(Oc1cc2oc(=O)c3c(c2cc1Cl)CCC3)C(=O)NCC1CCC(C(=O)O)CC1 (centres undefined)	1	-1	3	113	101	-2	98	104
N#CC1=C2N=C(N)c3ccccc3N2C2=C(C(=O)CCC2)C1c1ccccc1F (centres undefined)	11	-4	4	99	105	6	99	91
COCCCNC(=O)C1CCC(CNS(=O)(=O)c2ccc3c(c2)N(C(C)=O)CCO3)CC1 (centres undefined)	2	-2	-4	95	91	4	99	79
CONc1nc2nonc2nc1NOC	4	9	-4	100	93	1	100	105
Cc1nn(-c2ccccc2)c(N2CCCC2)c1C=O	3	-6	-12	98	89	-1	95	102
O=C(NCCN1CCN(C(=O)C(c2ccccc2)c2ccccc2)CC1)C(=O)Nc1ccccc1	3	6	-1	102	97	-5	97	103
Cc1ccc(Sc2c(C)nn(C(=O)c3cccc(S(=O)(=O)N4CCOCC4)c3)c2C)cc1	-1	2	-5	98	97	-4	99	74
O=C(COC(=O)c1ccccc1Sc1ccc(C(F)(F)F)cc1[N+](=O)[O-])NC(=O)NC1CCCC1	-3	-7	-3	89	90	-3	101	137
COc1cc(/C=N/NC(=O)c2cccnc2)ccc1OC(=O)c1ccco1	5	10	-11	105	102	5	100	97
Cc1sc(-n2c(C)cc(/C=N/n3cnnc3)c2C)c(C#N)c1C	3	-4	-5	104	105	-11	103	82
COC(=O)c1c(NC(=O)c2ccc(Br)s2)sc2c1CCC2	12	-3	i	99	106	-1	102	84
C/C(=N\Nc1ccccn1)c1ccc(C(C)C)cc1	-1	-2	-1	108	107	-2	113	81
Cc1nc(SC2CC(=O)N(c3cc(Cl)cc(Cl)c3)C2=O)nc2c1CCCC2 (centres undefined)	0	-9	1	91	98	-3	101	108
CC1=C(C(=O)Nc2ccccc2)C(c2cccc([N+](=O)[O-])c2)Nc2nc3ccccc3n21 (centres undefined)	23	-9	-2	101	99	-7	103	158
C=CCO/N=C(/CCC)C1=C(N)CC(C)(C)CC1=O	2	-3	24	102	102	-6	97	93
CCC1(c2ccccc2)NC(=O)N(CC(=O)N2CCN(S(=O)(=O)c3ccccc3)CC2)C1=O (centres undefined)	-1	-9	-8	97	88	2	95	103
CCOc1ccccc1N(CC(=O)N1CCC(C)CC1)S(=O)(=O)c1ccc(C)cc1	-1	-3	6	103	?	-11	103	80
CCCn1c(SCC(=O)Nc2cc(S(=O)(=O)N3CCOCC3)ccc2Cl)n[nH]c1=O	-1	0	-15	98	101	-5	103	67
COc1ccc(NCN2C(=O)C3C4C=CC(C4)C3C2=O)cc1 (centres undefined)	0	-2	-7	109	114	8	77	100
O=C(NCc1ccco1)C1CC(c2cc(C(F)(F)F)cc(C(F)(F)F)c2)=NO1 (centres undefined)	-1	6	-1	101	90	-5	99	116
O=C(NC1CCCCC1)C(=S)N1CCOCC1	-1	-2	36	100	96	-2	97	98
COc1ccc(CCCc2nnc(SCc3nc4ccccc4c(=O)[nH]3)n2C)c(C)c1	3	-9	-4	96	99	-1	99	106
C[C@]12CC[C@@H]3c4ccc(O)cc4CC[C@H]3[C@@H]1CCC2=O	-2	6	2	?	?	-4	?	91
COc1ccc(CNC(=S)NCc2ccc(OC(C)C)cc2)cc1	-4	3	11	102	99	3	99	100
Cc1ccc(NS(=O)(=O)c2ccc3c(c2)NC(=O)C(C)C(=O)N3)cc1C (centres undefined)	2	0	-1	100	96	0	98	80
O=C(CN1CCN(c2ccccc2)CC1)Nc1ccccc1C(F)(F)F	4	-5	4	90	89	-3	83	104
CCc1c(C)nc(SC(C(=O)O)c2ccccc2)c(C#N)c1C (centres undefined)	2	-5	-2	83	80	0	112	111
COc1ccc(Cl)cc1N1C(=O)C2CCCN2C1c1ccc(F)cc1 (centres undefined)	8	13	-4	100	98	4	100	104
O=C(NNC(=O)C1CC1c1ccccc1)c1ccccc1F (centres undefined)	4	-6	8	63	100	5	97	89
CCCN(CCC)S(=O)(=O)c1ccc(C(=O)Nc2nnc(COC)o2)cc1	1	1	-13	106	97	2	106	121
CN1/C(=C\C(=O)c2cncc(Br)c2)C(C)(C)c2ccccc21	-10	-30	-10	106	92	-32	99	88
COc1ccc(OC)c(N=CC2=C(O)CC(C)(C)CC2=O)c1	7	-9	-19	103	95	-27	100	104
COc1ccccc1-c1nnc(NC(=O)C(C)C)s1	84*	3	2	92	97	8	97	117
COc1ccc(OC)c(NC(=S)NCCC(c2ccccc2)c2ccccc2)c1	19	11	1	99	100	4	105	112
Cc1ccc(NC(=O)c2ccc(CSc3nnc(-c4ccncc4)n3C)cc2)cc1	2	5	4	101	102	7	97	103
O=C(C1=C[C@@H](c2coc3ccccc3c2=O)C[C@@H](OCc2ccc(CO)cc2)O1)N1CCN(Cc2ccc3c(c2)OCO3)CC1	2	7	153	84	118	4	89	107

Other entries follow:
SMILES	AHR activator	proCasp3 act	GASC-1 inh	MEP2-GFP yeast	LAP4-GFP MLPCN	proCasp7 act	RPL19A-GFP yeast	CR mimetic SO
CC(C)CC(=O)N1CCN(S(=O)(=O)c2ccc(F)cc2)CC1	0	-3	7	103	103	6	96	119
CC(C)(C)c1ccc(-c2csc(NC(=O)CN3C(=O)NC4(CCCCC4)C3=O)n2)cc1	5	-1	-1	101	93	3	104	109
C=CCOC(=O)C1=C(C)NC(SC)=C(C#N)C1c1cccs1 (centres undefined)	10	-6	-15	101	99	7	98	107
COC(=O)c1ccc(OC)c(CSc2nnc(-c3ccc(C(C)(C)C)cc3)o2)c1	6	2	4	87	91	7	97	90
CCOc1ccccc1CNS(=O)(=O)c1csc(C(N)=O)c1	1	3	0	96	95	4	95	116
COc1ccc(Cc2nc3ccc(C(=O)N(C)CCO)cc3o2)cc1	-1	4	11	102	96	-5	102	105
O=C1N=C(N2CCCCC2)S/C1=C/C1=Cc2ccccc2OC1	11	-3	-14	101	105	-17	98	86
Cn1c(=O)c2c(nc(NCc3ccccc3)n2CCCc2ccccc2)n(C)c1=O	-2	0	0&7	94	90	-10	96	88
Cc1c(NC(=O)c2ccc(N3C(=O)C4C5C=CC(C5)C4C3=O)cc2)c(=O)n(-c2ccccc2)n1C (centres undefined)	21	4	0	99	94	6	98	83
CCOC(=O)C1=C(C)N=C2SCCC(=O)N2[C@@H]1/C=C/c1ccccc1	0	13	8	104	99	13	102	86
CCN(CCS(=O)(=O)c1ccc(Cl)cc1)C(=O)Nc1ccc(Cl)cc1	1	-3	-4	101	118	0	100	99
COc1cccc(CC(=O)Nc2nc3ccccc3[nH]2)c1	10	5	8	106	97	-13	101	109
Cc1cc2oc(C(=O)Nc3ccc(S(=O)(=O)N4CCCC(C)C4)cc3)cc(=O)c2cc1Cl (centres undefined)	3	-5	-4	126	94	11	96	101
COc1ccccc1-c1nnc(C2CCN(S(=O)(=O)c3ccccc3[N+](=O)[O-])CC2)o1	22	2	9	107	98	2	101	103
Cc1ccccc1C(=O)Nc1ccccn1	0	17	-11	99	99	5	99	93

Quoted from the listing (3 entries):
SMILES	AHR activator	proCasp3 act	GASC-1 inh	MEP2-GFP yeast	LAP4-GFP MLPCN	proCasp7 act	RPL19A-GFP yeast	CR mimetic SO
C=CCOC(=O)C1=C(C)NC(SC)=C(C#N)C1c1cccs1 (centres undefined)	10	-6	-15	101	99	7	98	107
COC(=O)c1ccc(OC)c(CSc2nnc(-c3ccc(C(C)(C)C)cc3)o2)c1	6	2	4	87	91	7	97	90
CCOc1ccccc1CNS(=O)(=O)c1csc(C(N)=O)c1	1	3	0	96	95	4	95	116

Later entries
SMILES	AHR activator	proCasp3 act	GASC-1 inh	MEP2-GFP yeast	LAP4-GFP MLPCN	proCasp7 act	RPL19A-GFP yeast	CR mimetic SO
O=C(Nc1ccccc1C(=O)N1CCOCC1)c1noc2c1CCCC2	1	1	36	104	101	2	97	122
O=c1oc2c3c4c(cc2c2c1CCC2)OCCN4CCC3	2	3	.	103	102	-6	93	83
Nc1cc(=O)nc(SCC(=O)NCc2ccccc2)n1CCc1ccccc1	0	1	17	105	105	-10	100	91
O=S(=O)(Nc1cccc(-c2cn3ccsc3n2)c1)c1ccc(F)cc1	2	6	-9	93	88	2	95	87
